Source: PubChem BioAssay (Broad Institute)
ARNT-TACC3 inh: disruptors of ARNT/TACC3 protein interaction, primary screen, biochemical, AlphaScreen, single concentration; inhibition, % at 9.99 µM; 390,000 compounds, 0.66% hits; AlphaScreen His-ARNT PAS-B/GST-TACC3 binding, luminescence; TACC3 fragment carries E629A point mutation;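 active = mean inhibition of replicates at least 50% and at least half of replicates each reaching 50%; inconclusive = half or more replicates reach 50% but mean below 50%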;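 note: 0% = complete ARNT plus TACC3 wells and 100% = ARNT alone without TACC3; many hits fall short of the cut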
EWS-Fli inh: EWS/Fli-driven NR0B1 reporter inhibitors, primary screen, A673 cells, NR0B1 luciferase, luminescence, MLPCN library | viability-normalised | inhibition, % at 12.6 µM | 350,000 compounds, 0.67% hits;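 active = mean inhibition of at least 50% after viability correction, with every replicate also passing that limit; inconclusive = mean reaches 50% but only one of two replicates passes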;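 note: firefly luciferase signal divided by Alamar Blue viability fluorescence both relative to DMSO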
Casp6 inh: human caspase-6 inhibitors, primary screen, biochemical, VEID-R110 fluorescence, single point, set 2 | purified caspase-6, Z-VEID-R110 cleavage fluorescence | P55212 | 350,000 compounds, 0.53% hits | AID 686996, 2013 | inhibition, % at 12.5 µM;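 active = mean inhibition across replicates at least about 35%, with every replicate also reaching that limit, limit read from the data; inconclusive = only one of the two criteria met; inactive = neither criterion met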;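 note: 0% = median of neutral control wells and 100% = no fluorescence left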
Target sequence (P55212 24-179 limits assumed): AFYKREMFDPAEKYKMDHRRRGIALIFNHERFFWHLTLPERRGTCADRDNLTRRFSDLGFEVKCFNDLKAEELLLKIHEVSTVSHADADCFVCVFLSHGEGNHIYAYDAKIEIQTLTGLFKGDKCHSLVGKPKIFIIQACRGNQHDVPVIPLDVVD
Target sequence (P55212 194-293 limits assumed): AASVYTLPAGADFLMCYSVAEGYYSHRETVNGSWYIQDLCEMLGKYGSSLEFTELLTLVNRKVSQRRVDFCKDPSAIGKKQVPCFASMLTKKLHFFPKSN
SIRT5 block: SIRT5 desuccinylase inhibitors, primary screen, biochemical, fluorescence imaging, single point, set 5 | Purified SirT5, succinyl-peptide AMC, trypsin-coupled fluorescence | inhibition, % at 15 µM | 330,000 compounds, 1.1% hits | AID 652115, 2013; in the data active = inhibition above about 15%; inconclusive = no clear call, values can overlap the other calls
Target sequence (Q9NXA8 whole entry, looked up): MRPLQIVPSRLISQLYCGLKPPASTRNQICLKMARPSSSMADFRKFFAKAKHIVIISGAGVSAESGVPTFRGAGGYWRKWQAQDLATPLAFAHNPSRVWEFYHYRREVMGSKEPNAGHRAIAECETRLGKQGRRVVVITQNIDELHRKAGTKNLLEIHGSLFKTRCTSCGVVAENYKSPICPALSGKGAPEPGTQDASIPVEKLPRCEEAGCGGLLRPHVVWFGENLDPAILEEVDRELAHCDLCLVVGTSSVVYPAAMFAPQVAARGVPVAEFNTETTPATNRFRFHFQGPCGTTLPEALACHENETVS
DENV2 CPE: inhibitors of DENV2 cytopathic effect, primary screen, cell-based, plate reader, single concentration | AID 651640, 2012 | 350,000 compounds, 1.7% hits | CPE inhibition, % at 9.99 µM | DENV2-infected cells, cytopathic effect rescue; in the data active = CPE inhibition above about 20%, passing the limit was not always enough; inconclusive = no clear call, values can overlap the other calls; tested in BHK-21 cells;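 note: 0% = median of neutral control wells and 100% = median of positive control wells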
LGR2 antag: inhibitors of bursicon-induced LGR2 CRE-luciferase signal, primary screen, cell-based, HEK293, CRE-luciferase reporter, bursicon stimulation | 380,000 compounds, 0.35% hits | AID 720647, 2013 | bursicon-stimulated, 4 h | inhibition, % at 9.99 µM | Drosophila bursicon receptor LGR2 (rickets);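 active = drop in luminescence signal, shown as inhibition above about 50% in the replicate tests, limit read from the data, passing the limit was not always enough; inconclusive = probably only some replicates passing the limit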;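 note: agonist challenge used bursicon conditioned medium at about half maximal strength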
PAX8 inh HTS: inhibitors of PAX8-driven TPO luciferase reporter, primary screen, RMG-I cells, single concentration; SteadyGlo, 24 h; AID 652154, 2013; 360,000 compounds, 1.2% hits; inhibition, % at 12.6 µM;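 active = mean replicate inhibition at least 60% with every replicate also reaching 60%; inconclusive = only one of the two criteria is met; inactive = mean below 60% and not all replicates reaching 60%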;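 note: luciferase light reporting Pax8 driven TPO promoter activity; plate controls were median of neutral control wells for no effect and mitoxantrone controls for full effect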
Numbers without * were called inactive; ? = inconclusive; / = no result given.

molecule,ARNT-TACC3 inh,EWS-Fli inh,Casp6 inh,SIRT5 block,DENV2 CPE,LGR2 antag,PAX8 inh HTS
C(=C\c1nnc2c3ccccc3ncn12)/c1ccccc1,12,5,0,-1,-5,/,-80
C[C@H]1CN([C@@H](C)CO)C(=O)Cc2cc(NC(=O)Nc3ccc4c(c3)OCO4)ccc2O[C@H]1CN(C)S(=O)(=O)c1cccs1,14,7,/,/,4,-12,20
COc1cccc(NC(=O)Nc2ccc(C)c(Cl)c2)c1,-1,-164,2,-4,-5,-83,-116
O=C(COC(=O)/C=C/c1cccc(C(F)(F)F)c1)NC(c1ccccc1)c1ccccc1,-4,-1,/,/,/,7,2
COc1ccc(/C(N)=N/OC(=O)CCCN2C(=O)c3ccccc3C2=O)cc1OC,-5,-3,-1,0,-2,-8,7
CS(=O)(=O)N(CC(=O)Nc1ccccc1C(=O)N1CCOCC1)c1cccc(F)c1,-3,/,0,-2,7,-1,-10
Cn1nccc1-c1coc2c(C(=O)NCC3CCOCC3)cccc12,/,11,1,-3,-1,4,/
COC(=O)Cc1ccc(NC(=S)N2CCN(c3ccc(OC)cc3)CC2)cc1,1,-11,2,-9,9,20,-4
Cc1cc(C)c(S(=O)(=O)NCCOc2ccccc2)c(C)c1-n1cnnn1,0,-6,0,-4,1,-4,2
CC1(c2ccc(Cl)cc2)NC(=O)N(CC(=O)NCc2ccc(F)cc2)C1=O (stereo not given),4,2,-1,-5,-3,11,-2
CO[C@H]1CN(C)C(=O)c2cc(NC(C)=O)ccc2OC[C@H](C)N(C(=O)c2ccncc2)C[C@H]1C,22,8,2,3,10,4,/
Cc1c(Cl)cccc1NC(=O)Cn1c(CCC(=O)O)ccc1-c1ccc(Cl)cc1,-1,6,2,4,11,4,-2
COc1ccccc1C(=O)N1C[C@H]2[C@@H](c3ccccc31)[C@@H](CO)N2C(=O)C1CCOCC1,-5,11,1,4,-10,-6,4
CC[C@]12c3[nH]c4ccc(Cl)cc4c3CCN1C(=O)[C@@H](CC(=O)NC(C)(C)C)C[C@@H]2C(=O)N1CCN(C(=O)c2ccco2)CC1,-5,0,1,-6,4,-12,8
c1ccc(-c2nc(NCC3CC3)nc3ccsc23)cc1,/,-3,2,/,10,-13,-1
COc1ccc(/C=C(\NC(=O)c2ccccc2)C(=O)N/N=C/c2cccnc2)cc1,-4,-16,3,7,0,1,-14
CC(=O)NCCNC(=O)C1Cc2c(-c3ccccc3)ccnc2O1 (stereo not given),/,3,-3,-1,-8,-8,-23
C=CCOc1ccc(-c2nc3c(c(=O)[nH]c(=O)n3CCCC)n2C)cc1OC,-3,4,-1,-2,1,-19,-20
C[C@@H]1CN([C@H](C)CO)C(=O)Cc2cc(NC(=O)CCN3CCOCC3)ccc2O[C@H]1CN(C)Cc1ccc(C(F)(F)F)cc1,-3,-7,-1,-9,-7,6,-9
Cc1ccccc1-c1ccccc1[C@H]1[C@@H](C#N)N(C(=O)c2ccc(F)cc2)[C@@H]1CO,/,-2,-5,1,6,-4,-22
CCC(=O)N1C[C@@H](C)[C@@H](OC)CN(C)C(=O)c2cc(NC(=O)c3ccccc3)ccc2OC[C@@H]1C,-13,1,/,5,0,4,/
O=C1C=C(N2CCOCC2)CCC1,0,2,/,/,/,6,8
CCCOc1ccc(/C=C/C(=O)N2CCN(c3ccccn3)CC2)cc1,-4,2,-1,-7,/,-11,6
CCOC(=O)c1ccc(NC(=S)NNC(=O)COC)cc1,-2,/,/,/,/,27,-9
CCCC(=O)Nc1ccc2c(c1)OC[C@@H](C)N(C(=O)CN(C)C)C[C@H](C)[C@@H](OC)CN(C)C2=O,5,0,/,-2,-6,-8,-3
CC(=O)Nc1ccc(NC(=O)CSC2=NS(=O)(=O)c3ccccc3N2)cc1,1,-8,4,-1,-1,-6,-9
O=C1CCN(Cc2ccccc2)C(=O)N1,-2,-1,0,/,5,1,-9
C[C@@H]1CCCCO[C@@H](CN(C)C(=O)Nc2ccc3c(c2)OCO3)[C@@H](C)CN([C@H](C)CO)C(=O)c2cc(NC(=O)Nc3cccc4ccccc34)ccc2O1,-16,3,-3,-2,/,11,4
COC(=O)C(Cc1ccccc1)NC(=O)CNC(=O)c1sc2ccccc2c1Cl (stereo not given),-16,9,-1,2,8,-5,-26
O=C(CSc1nc2ccccc2[nH]1)NC1CCCC1,0,-12,16,3,-5,-6,2
N#C[C@H]1[C@@H](c2ccc(-c3ccccc3F)cc2)[C@H](CO)N1C(=O)c1ccccn1,-1,-7,2,1,-8,2,6
COC(=O)c1sc(N)c(C(=O)OC)c1COC(=O)CNS(=O)(=O)c1ccc(C)cc1,-1,/,/,/,/,12,18
CC(C)(C)c1ccc(CC(=O)N2CCC2(C)C(=O)NCc2cccc3ccccc23)cc1 (stereo not given),/,0,-2,-4,4,12,11
COc1cc(/C=C/C(=O)OCC(=O)Nc2ccc(Cl)cn2)ccc1O,3,19,20,-3,-6,6,9
COc1ccccc1NC(=O)CSc1sc2c(O)cc(=O)[nH]c2c1C#N,1,1,31,14,20,-8,12
Cc1ccc(C(=O)NCCCNC(=O)COc2ccccc2Cl)cn1,9,2,20,-7,-3,-3,13
COc1ccc(C(=O)CC(=O)C(=O)Nc2ccccc2)cc1,29,2,1,-2,-2,-18,-37
COc1ccc(CCNC(=O)c2cc(-c3cc(C)cc(C)c3O)n[nH]2)cc1OC,-10,4,-2,-4,8,-1,12
CC(C)COC(=O)N(C)C[C@H]1OCc2cn(nn2)CCCC(=O)N([C@H](C)CO)C[C@H]1C,0,11,1,-1,0,8,-5
O=c1c2ccccc2nc2n1CCCS2,-50,/,0,1,7,-10,/
O=C(CCSCc1ccccc1F)NCc1ccc(F)cc1,4,-6,-4,-2,3,5,-4
COc1ccc(S(=O)(=O)N2CCC(C(=O)NCCOc3ccccc3F)CC2)cc1OC,4,-3,-5,-1,15,-13,-3
CC(NS(=O)(=O)c1ccc(Cl)cc1)C(=O)Nc1ccc2c(c1)OCCO2 (stereo not given),0,-4,2,-1,-4,-2,-6
COc1ccc(CC(N)c2csc(Nc3cc(NCc4ccco4)ncn3)n2)cc1 (stereo not given),/,-6,2,1,-10,10,-6
CC(C)OC(=O)CN1CCN(c2ccc(Cl)cc2)CC1,16,-11,0,0,-3,18,-8
O=C(COC(=O)c1ccc(S(=O)(=O)N2CCCC2)cc1)Nc1cccnc1Cl,-3,-1,1,-2,1,-13,18
CC[C@H](C)[C@@H](CNC)NC[C@@H](Cc1ccc(O)cc1)NCC(C)(C)C,4,4,-7,/,?,2,-7
COc1ccc(CC(=O)Nc2ccc(C)c(S(=O)(=O)N3CCCCCC3)c2)cc1,-4,17,-4,-3,35*,11,22
C[C@@H]1CN([C@H](C)CO)C(=O)c2cc(N(C)C)ccc2O[C@@H]1CN(C)Cc1ccc(Oc2ccccc2)cc1,12,-6,2,5,-6,-10,-13
CC(C)(O)C#Cc1ccc([C@H]2[C@H]3CN(C(=O)c4cccc(F)c4)CCCCN3[C@H]2CO)cc1,6,/,0,8,6,-5,9
O=S(=O)(c1cccc2ccccc12)N1CCC2CC1c1cc(Cl)ccc12 (stereo not given),-6,-7,-3,-4,-2,11,29
O=C(Nc1ncccn1)C1=C(O)c2ccccc2S(=O)(=O)N1Cc1ccccc1,20,0,/,0,3,-17,2
Cc1nc2ccccn2c1C(=O)NN=C1CCN(C)CC1,-7,4,-7,3,5,-12,0
O=C(Nc1ccc(-c2nc3ccccc3o2)cc1)c1ccc2c(c1)OCO2,-4,4,0,-2,-6,-23,/
COc1cccc(CNC(=O)C2CCCN(c3ncnc4c3nc3n4CCCCC3)C2)c1 (stereo not given),3,/,2,-5,14,-8,11
CO[C@H]1CN(C)C(=O)c2cc(NC(=O)C3CC3)ccc2OC[C@@H](C)N(Cc2nccs2)C[C@@H]1C,-4,4,-3,2,-2,-3,1
Cc1ccc(S(=O)(=O)N2[C@@H](Cc3ccccc3)CO[C@H]2CC(=O)c2cccs2)cc1,/,0,1,-5,-10,-1,13
COC(=O)C[C@H]1C[C@H]2c3cc(NC(=O)Nc4ccccc4F)ccc3O[C@H]2[C@@H](CO)O1,1,-10,1,2,10,1,/
CCOc1ccc(C(=O)CCNC(Cc2cnc[nH]2)C(=O)O)cc1 (stereo not given),61*,3,-5,-8,2,10,/
COc1ccccc1N(CC(=O)NC1CCCC1)C(=O)C1(C)CC(=O)N=C2C=CC(C)=CN21 (stereo not given),/,/,-1,-15,1,2,12

Records listed so far shown as hits in DENV2 CPE:
SMILES,ARNT-TACC3 inh,Casp6 inh,SIRT5 block,DENV2 CPE,LGR2 antag
COc1ccc(CC(=O)Nc2ccc(C)c(S(=O)(=O)N3CCCCCC3)c2)cc1,-4,-4,-3,35*,11

Grouped by structure: the compounds so far containing a CF3 group
molecule,ARNT-TACC3 inh,EWS-Fli inh,Casp6 inh,SIRT5 block,DENV2 CPE,LGR2 antag,PAX8 inh HTS
O=C(COC(=O)/C=C/c1cccc(C(F)(F)F)c1)NC(c1ccccc1)c1ccccc1,-4,-1,/,/,/,7,2
C[C@@H]1CN([C@H](C)CO)C(=O)Cc2cc(NC(=O)CCN3CCOCC3)ccc2O[C@H]1CN(C)Cc1ccc(C(F)(F)F)cc1,-3,-7,-1,-9,-7,6,-9

Next entries:
molecule,ARNT-TACC3 inh,EWS-Fli inh,Casp6 inh,SIRT5 block,DENV2 CPE,LGR2 antag,PAX8 inh HTS
OCCNC(=S)Nc1ccc2c(c1)OCCO2,-7,-3,0,-4,-5,-5,3
Cc1nsc2c1ccc1ccccc12,-2,-8,5,-2,-3,-1,-7
Clc1ccc(-c2nnc(CSc3nnc(-c4cccs4)n3Cc3ccccc3)o2)cc1,-2,17,1,2,-9,20,10
CCC(=O)N(C)C[C@H]1[C@@H](c2ccc(-c3cccnc3)cc2)[C@@H](CO)N1C(C)=O,/,/,-4,-2,0,-2,/
COc1ccc(-c2cc(C(=O)NC3CCCCC3)no2)cc1OC,-2,-14,-2,-4,-1,5,2
COc1ccc(-n2c(C)c(C(C)=O)c3cc(OC(C)=O)ccc32)cc1,-4,3,0,1,2,25,6
CC(=O)c1ccc(OCc2cc(C(=O)N(C)Cc3ccon3)no2)cc1,-4,/,-1,-12,-4,-4,-29
Cc1ccc(-n2c(C)nnc2SCC(=O)N2CCOCC2)cc1,-2,-3,-8,0,-2,-22,16
O=C(Nc1ccccc1Br)C1CC(=O)N(c2ccc3c(c2)OCCO3)C1 (stereo not given),2,-5,4,-5,3,11,-11
COc1ccc(Cl)c(-c2cc(C(=O)Nc3ccc(F)cc3)[nH]n2)c1,/,-106,-1,/,8,-92,-148
CNC[C@H]1Oc2cc(C#CC3(O)CCCC3)ccc2S(=O)(=O)N([C@@H](C)CO)C[C@H]1C,1,-6,2,2,-3,20,8
CC1(C)CC(NCc2cccc([N+](=O)[O-])c2)CC(C)(C)N1,/,-7,-7,-1,-7,-4,-78
CCOC(=O)C1=CCN(S(=O)(=O)c2ccc([N+](=O)[O-])cc2)C1c1ccc(C)cc1 (stereo not given),/,-5,-1,/,-1,5,10
C/C=C/c1ccc(OCC(=O)OCc2csc(CC(=O)Nc3ccccc3C)n2)c(OC)c1,0,11,0,-17,-1,-3,1
O=C(Cn1ccnc1[N+](=O)[O-])NCc1ccccc1,-3,2,-1,1,-12,-16,-27
CCCN1C[C@@H](C)[C@H](OC)CN(C)C(=O)c2ccc(NS(C)(=O)=O)cc2OC[C@@H]1C,1,-6,-1,0,4,3,-12
O=C1NC[C@H](Cc2ccc(O)cc2)N(CCc2cccc3ccccc23)C1=O,-4,4,-3,/,/,-5,1
